SIAE inh: blocks human sialic acid acetylesterase. AID 1053197. inhibition, % at 9.66 µM. SIAE FP-Rh probe binding, fluorescence polarization. actives 0.69% (n = 370,000). Q9HAT2;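 active means inhibition above a cutoff: mean of compounds within the control limits plus 3 SD of those, cut at about 17% in these data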;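 further: 0% = plate median of compound wells and 100% = probe without SIAE protein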
TDP2 absorb: TDP2 (human) inhibition, absorbance primary screen. O95551. inhibition, % at 12.8 µM. recombinant TDP2, T5PNP hydrolysis, p-nitrophenol absorbance 415 nm. actives 0.34% (n = 370,000);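 active means inhibition above the mean of all tested compounds plus 3 SD, set per campaign, cut at about 25% in these data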;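 further: 0% = DMSO with enzyme and 100% = buffer with substrate but no TDP2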
Target sequence (O95551 whole entry, looked up): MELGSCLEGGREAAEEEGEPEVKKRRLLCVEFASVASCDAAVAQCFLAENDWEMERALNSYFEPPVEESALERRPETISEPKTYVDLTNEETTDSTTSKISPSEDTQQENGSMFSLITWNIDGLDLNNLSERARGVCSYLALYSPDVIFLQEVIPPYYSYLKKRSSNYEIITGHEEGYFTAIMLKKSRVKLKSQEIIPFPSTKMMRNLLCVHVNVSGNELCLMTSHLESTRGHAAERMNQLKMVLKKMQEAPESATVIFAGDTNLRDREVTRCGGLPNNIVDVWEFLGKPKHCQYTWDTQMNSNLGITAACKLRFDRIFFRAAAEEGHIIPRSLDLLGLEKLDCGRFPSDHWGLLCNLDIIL
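Material: recombinant human TDP2; quantity: TDP2 enzyme at 120 nM final; medium: Tris-HCl pH 7.5 with MgCl2; compound: single concentration, 12.8 µM nominal, with 1% DMSO; incubation: 2 h enzyme incubation at 37 °C; signal: epi absorbance; measure: percent inhibition; benchmarks: high control without enzyme, low control DMSO plus TDP2; repeats: singlicate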
LEDGF integ inh: blocks HIV-1 LEDGF/p75-dependent DNA integration; inhibition, % at 3.7 µM; TR-FRET IN-LEDGF/p75 DNA integration, Eu/Cy5; AID 743269; actives 0.64% (n = 370,000);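 active means inhibition above the screen-wide mean plus 3 SD, cut at about 13% in these data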;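 further: signal is the Cy5 over europium emission ratio at 671 and 618 nm; 0% = plate median of compound wells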
PG9 binder: binds the HIV-1 gp120 antibody PG9. TR-FRET gp120-PG9 antibody binding. inhibition, % at 6.7 µM. AID 624416. actives 0.43% (n = 360,000); in the data active means inhibition above about 8.5%
rCAG binder: r(CAG) repeat RNA binding; inhibition, % at 3 µM; TO-PRO-1 dye displacement fluorescence; actives 1.3% (n = 370,000);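 active means inhibition above the plate cutoff, the mean of all test compounds on that plate plus 3 SD, cut at about 35% in these data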;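 further: 0% = DMSO alone and 100% = 100 µM mitoxantrone as full dye displacement; higher means more dye released from RNA so lower well fluorescence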
HTRA1 inh: blocks human HTRA1 serine peptidase; Q92743; inhibition, % at 5.96 µM; recombinant HTRA1, FP-rhodamine activity-based probe, fluorescence polarization; actives 0.5% (n = 340,000); in the data active means inhibition above about 36%;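 further: 0% = enzyme with DMSO and 100% = wells lacking enzyme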
Rev-erbA mod: modulators of human Rev-erb alpha DNA binding; P20393; Rev-erbα–FITC-DNA binding, fluorescence polarization, 90 min; activity, % at 10 µM; actives 0.79% (n = 370,000); AID 1259318;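 active means activity above about 14%, limit read from the data; passing the limit was not always enough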;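 further: 0% = DMSO wells with 35 nM protein and 100% = DMSO wells with 750 nM protein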
TCR-CD3 inh: inhibitors of human TCR-CD3 interaction; TAMRA-labeled TCR probe fluorescence, biochemical; inhibition, % at 9.4 µM; actives 0.37% (n = 360,000); AID 651800; in the data active means inhibition above about 19%;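 further: recombinant mutant TCR 2C K166C tagged with TAMRA read by polarization; 0% = receptor in buffer alone and 100% = receptor with positive control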
ABHD4 inh: inhibits mouse alpha/beta hydrolase domain 4 | purified mABHD4, FP-Rh probe fluorescence polarization | AID 720543 | Q8VD66 | inhibition, % at 8.92 µM | actives 0.54% (n = 370,000);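 active means inhibition exceeding the mean over every tested compound plus 3 SD, cut at about 30% in these data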;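 further: 0% = plate median of compound wells and 100% = S159A mutant with DMSO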
Target sequence (Q8VD66 whole entry, looked up, the tested form may be a part): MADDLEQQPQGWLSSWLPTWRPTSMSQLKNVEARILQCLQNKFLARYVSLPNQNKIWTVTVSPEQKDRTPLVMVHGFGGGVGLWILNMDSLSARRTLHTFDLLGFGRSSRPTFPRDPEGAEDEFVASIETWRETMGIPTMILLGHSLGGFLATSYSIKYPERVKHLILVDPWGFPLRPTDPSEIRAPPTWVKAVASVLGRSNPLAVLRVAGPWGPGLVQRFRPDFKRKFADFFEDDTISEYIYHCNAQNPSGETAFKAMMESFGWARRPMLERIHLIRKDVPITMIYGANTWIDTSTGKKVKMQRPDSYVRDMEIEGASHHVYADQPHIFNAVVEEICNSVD
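Test system: mouse ABHD4 enzyme, wild type. Reagent: FP-Rh fluorescent activity-based probe, added after compound pre-incubation. Timing: pre-incubation 45 min, probe exposure 60 min, at 25 °C. Technique: FP readout, ex 525 nm / em 598 nm. Benchmarks: high control S159A mutant with DMSO, low control median of compound wells.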
PRMT1 inh: inhibitors of human PRMT1. Q99873. recombinant PRMT1, activity-based probe fluorescence polarization. inhibition, % at 2.79 µM. actives 1.3% (n = 370,000). AID 652257;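 active means inhibition above about 21% made by adding two undisclosed values, limit read from the data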
Target sequence (Q99873 whole entry, looked up): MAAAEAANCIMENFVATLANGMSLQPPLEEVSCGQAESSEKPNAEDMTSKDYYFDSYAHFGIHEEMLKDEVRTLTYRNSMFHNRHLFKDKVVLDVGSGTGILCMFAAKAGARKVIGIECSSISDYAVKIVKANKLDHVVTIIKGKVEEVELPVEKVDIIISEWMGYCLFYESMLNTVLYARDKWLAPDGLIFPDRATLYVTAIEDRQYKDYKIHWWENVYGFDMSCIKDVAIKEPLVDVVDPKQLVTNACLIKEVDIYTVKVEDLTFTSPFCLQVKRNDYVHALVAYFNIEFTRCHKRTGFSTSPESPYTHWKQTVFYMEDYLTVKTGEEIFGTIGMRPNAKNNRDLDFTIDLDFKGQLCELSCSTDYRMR
* marks the source's active call; other numbers are inactive results; nt = not tested or not shown. This is a subset; the hit share may differ from the screen's.

SMILES | SIAE inh | TDP2 absorb | LEDGF integ inh | PG9 binder | rCAG binder | HTRA1 inh | Rev-erbA mod | TCR-CD3 inh | ABHD4 inh | PRMT1 inh
CC(=O)c1ccccc1OC(=O)CCN1C(=O)c2ccccc2C1=O | -5 | -8 | -1 | -0.1 | -2 | -1 | -7 | 3 | 0 | -1
CN(CC(=O)Nc1ccccc1Cl)C(=O)COC(=O)CNC(=O)c1ccc(Br)o1 | 6 | -8 | 1 | -0.4 | 2 | 4 | -3 | -2 | -4 | 1
COc1ccc(C(c2nnnn2Cc2ccccc2)N2CCN(C/C=C/c3ccccc3)CC2)cc1 (stereo unspecified) | -7 | -14 | 2 | -0.1 | 3 | nt | 2 | 7 | -2 | -6
Cc1ccccc1-c1nc(CS(=O)(=O)CC(=O)NC(C)c2ccccc2)c(C)o1 (stereo unspecified) | 1 | 11 | 2 | -0.1 | -9 | -9 | 0 | 13 | -1 | -5
CCN(CC(=O)Nc1ccc(NC(C)=O)cc1)C(=O)/C=C/c1ccco1 | -3 | -7 | 0 | 1.2 | 3 | 4 | -3 | 7 | 9 | 4
Cc1ccc(S(=O)(=O)NCCc2ccncc2)cc1[N+](=O)[O-] | -1 | -7 | -1 | 1.5 | -2 | -1 | -4 | 6 | 4 | 4
CCCNC(=O)C(Cc1ccccc1)NS(=O)(=O)c1cccc2nsnc12 (stereo unspecified) | -3 | -12 | -1 | 0.0 | 0 | 8 | 5 | -7 | -9 | 3
CCN(C(=O)/C=C/c1ccc(OC)cc1)C1CCCCC1 | 1 | 10 | 3 | -0.1 | -9 | -1 | -2 | 7 | 4 | 4
CC(=O)Nc1cccc(NC(=O)CS(=O)(=O)c2cn(CC(=O)N(C(C)C)C(C)C)c3ccccc23)c1 | 7 | 9 | 1 | -0.9 | 6 | -5 | 5 | 0 | 2 | -1
CCOC(=O)c1c(-c2ccc(C)cc2)csc1NC(=O)CCSc1nnc2ccccn12 | -10 | 4 | -2 | -1.0 | -5 | -2 | 3 | 3 | 10 | 1
CC(C)(CO)NCc1ccccc1OCC(=O)Nc1ccccc1 | 2 | 16 | 4 | -1.1 | 0 | -4 | 4 | 4 | 0 | -2
CCOC(=O)C1=C(N)n2c(s/c(=C\c3cccnc3)c2=O)=C(C#N)C1c1cccnc1 (stereo unspecified) | -6 | -24 | 3 | -3.5 | 2 | -1 | -3 | -4 | -9 | 0
CCCC(=O)Nc1ccc(C(=O)NNC(=S)NC(=O)c2ccc(Br)o2)cc1 | 2 | 5 | 1 | -1.7 | 11 | 8 | 1 | 12 | 3 | 3
CCOC(=O)c1ccc(NC(=O)CSc2nc(N)c(NC(=O)c3ccc(Br)o3)c(=O)[nH]2)cc1 | -27 | 3 | -1 | 0.0 | 14 | 4 | -7 | 14 | 3 | 1
Cc1ccccc1C(=O)NCCN1CCC(n2c(=O)[nH]c3ccccc32)CC1 | 5 | 10 | 3 | -0.2 | -1 | nt | -2 | -5 | 1 | 0
O=C(NCc1n[nH]c(=S)n1-c1ccc(Cl)c(Cl)c1)c1cccs1 | 5 | 0 | -3 | 0.9 | 2 | -1 | 4 | -5 | 5 | 3
CCC1Cc2c(nc(N)c3c(N)nc(N4CCCCC4)c(C#N)c23)O1 (stereo unspecified) | -1 | 22 | 0 | 1.5 | 20 | 8 | -2 | -3 | 10 | 0
CCCCN(C)C(=O)c1cn(CC)c2nc(C)ccc2c1=O | -3 | -8 | -1 | 0.1 | -2 | 1 | -1 | -3 | 2 | -4
COc1ccc(S(=O)(=O)N2CCCCCC2)cc1C(=O)N(C)CC(=O)Nc1cc(C)ccc1C | -2 | 11 | -1 | -0.3 | -4 | 2 | -5 | 7 | 4 | -6
CC(Cc1cccs1)NC(=S)Nc1ccc(Cl)c(Cl)c1 (stereo unspecified) | -2 | -1 | 1 | -2.3 | 0 | -33 | 6 | 0 | -16 | -2

Entries of single compounds from above. Values in the order: SIAE inh	TDP2 absorb	LEDGF integ inh	PG9 binder	rCAG binder	HTRA1 inh	Rev-erbA mod	TCR-CD3 inh	ABHD4 inh	PRMT1 inh
CC(=O)Nc1cccc(NC(=O)CS(=O)(=O)c2cn(CC(=O)N(C(C)C)C(C)C)c3ccccc23)c1 is listed with 7	9	1	-0.9	6	-5	5	0	2	-1
COc1ccc(C(c2nnnn2Cc2ccccc2)N2CCN(C/C=C/c3ccccc3)CC2)cc1 (stereo unspecified) is listed with -7	-14	2	-0.1	3	nt	2	7	-2	-6

(further entries)
SMILES | SIAE inh | TDP2 absorb | LEDGF integ inh | PG9 binder | rCAG binder | HTRA1 inh | Rev-erbA mod | TCR-CD3 inh | ABHD4 inh | PRMT1 inh
Cc1cc(C)c(S(=O)(=O)N2CCC(C(=O)NCc3ccc(Cl)cc3Cl)CC2)c(C)c1 | -11 | -2 | -2 | -0.6 | 5 | -4 | 4 | 3 | 3 | 0
O=C(Nc1ccccc1)C1=C[C@H](c2ccc3c(c2)OCO3)C[C@H](OCc2ccc(CO)cc2)O1 | 1 | 1 | 1 | -0.5 | 12 | -34 | 5 | -5 | -9 | 3
COc1ccccc1-n1cc(-c2ccccc2)c2c(=S)nc[nH]c21 | -3 | 3 | 1 | 1.4 | 5 | -8 | 3 | 3 | 10 | 8
Cc1c(C(=O)Nc2ccc(F)cc2)oc2ccc(S(=O)(=O)N3CC(C)CC(C)C3)cc12 (stereo unspecified) | 4 | -7 | 0 | -1.2 | 2 | -7 | nt | 1 | 9 | 1
COC(=O)c1ccccc1NC(=O)C1CCCC1 | 1 | 4 | 1 | -0.8 | -2 | -10 | 1 | 3 | -9 | -2
CCOC(=O)COc1cc2c3c(c(=O)oc2cc1C)CCCC3 | -2 | -5 | 1 | 0.3 | 1 | -6 | 1 | 0 | 2 | 1
Cc1c(Cl)c(=O)n2c(=O)c(Cl)c(C)n12 | 3 | -4 | 4 | 0.2 | -5 | 0 | 3 | 11 | 4 | 3
CC1(C)CC(=O)C(C=NC2CCCCC2)=C(O)C1 | -2 | 4 | 2 | -1.3 | 0 | 2 | -8 | 3 | 3 | -3
O=C(N1CCOCC1)N1CCC(n2nnc3cc(F)ccc32)CC1 | 2 | 6 | 0 | -1.6 | 14 | 2 | 2 | 7 | -1 | 0
COC(=O)CCCC1=CC2=C(c3ccccc3)C(=O)C(C)(OC(=O)C3CCCC3)C(=O)C2=CN1CCCCO (stereo unspecified) | 13 | 16 | 5 | -2.3 | -2 | -5 | 0 | -2 | 0 | 1
COc1cccc(N2CCN(S(=O)(=O)c3ccc4c(c3)CC(C)N4C(=O)C3CC3)CC2)c1 (stereo unspecified) | 5 | 9 | 1 | -4.2 | 1 | -10 | 5 | -7 | -5 | -5
O=C(NCc1cccnc1)c1cccnc1-c1nc2ccccc2s1 | 4 | 3 | 1 | 2.2 | 0 | 2 | 1 | 3 | 4 | 0
Cc1cccc(C)c1OCCCCCNCCO | 3 | 10 | 0 | -1.8 | 1 | 1 | -10 | 1 | -9 | 0
Cc1cc(C(F)(F)F)nc(SCC(=O)Nc2c(C)n(C)n(-c3ccccc3)c2=O)n1 | 5 | -2 | 5 | 0.0 | -1 | 7 | -3 | 7 | -1 | -5
O=C(Nc1nnc([C@H]2C[C@H](O)[C@@H](CO)O2)s1)Nc1ccccc1C(F)(F)F | 8 | 3 | -1 | 0.1 | 2 | nt | -2 | -2 | 9 | 0
CCC(C)Nc1nc2c(c(=O)[nH]c(=O)n2C)n1CCOc1ccccc1 (stereo unspecified) | 10 | -9 | 3 | 0.9 | -8 | 4 | -6 | -1 | 9 | 1
COc1ccc(/C=C2\C(=O)ON=C2c2ccccc2)cc1 | 6 | -10 | -3 | -1.2 | 0 | -3 | -11 | 6 | 7 | -2
Cc1ccc(C(=O)Nc2ccccc2C(=O)NCC2CCCO2)cc1 (stereo unspecified) | -5 | 0 | 3 | -1.0 | -5 | -9 | 1 | 9 | 1 | -2
CCCCCCCCN1C(=O)[C@H](CC(=O)NCCc2ccccc2OC)C[C@@]2(C(=O)OC)CCCCC=C12 | -4 | -11 | -8 | -1.8 | 8 | nt | -1 | -3 | -8 | 6
CCC(C)NC(=O)CN(C1CCCCC1)S(C)(=O)=O (stereo unspecified) | 4 | 6 | -1 | -1.5 | 2 | 2 | 5 | 5 | 2 | 2

Filtered by structure, the entries above containing an aryl thioether with sulfur outside any ring.
SMILES | SIAE inh | TDP2 absorb | LEDGF integ inh | PG9 binder | rCAG binder | HTRA1 inh | Rev-erbA mod | TCR-CD3 inh | ABHD4 inh | PRMT1 inh
CCOC(=O)c1c(-c2ccc(C)cc2)csc1NC(=O)CCSc1nnc2ccccn12 | -10 | 4 | -2 | -1.0 | -5 | -2 | 3 | 3 | 10 | 1
CCOC(=O)c1ccc(NC(=O)CSc2nc(N)c(NC(=O)c3ccc(Br)o3)c(=O)[nH]2)cc1 | -27 | 3 | -1 | 0.0 | 14 | 4 | -7 | 14 | 3 | 1
Cc1cc(C(F)(F)F)nc(SCC(=O)Nc2c(C)n(C)n(-c3ccccc3)c2=O)n1 | 5 | -2 | 5 | 0.0 | -1 | 7 | -3 | 7 | -1 | -5

Other structures follow.
SMILES | SIAE inh | TDP2 absorb | LEDGF integ inh | PG9 binder | rCAG binder | HTRA1 inh | Rev-erbA mod | TCR-CD3 inh | ABHD4 inh | PRMT1 inh
C/C(N)=C(/C#N)C(=O)CSc1ncnc2ccccc12 | -1 | 2 | 1 | 2.4 | 6 | -1 | -4 | -3 | -11 | 3
Cc1ccc(C)c(Cn2c3ccccc3c3cnn(CC(=O)NCc4ccccn4)c(=O)c32)c1 | -11 | -10 | -4 | -0.4 | 1 | -12 | -2 | 1 | -4 | 0
CN1C(=O)C(C)(C)c2cc(S(=O)(=O)N3CCN(c4ccc(F)cc4)CC3)ccc21 | 5 | 3 | 0 | 0.5 | -3 | -2 | 0 | 10 | 2 | 1
C#CCOCCOCCOCCNc1nc(N2CCN(C(=O)[C@H](CCCN=C(N)N)n3cc(C(N)[C@@H](C)CC)nn3)CC2)nc(N2CCN(C(=O)[C@H](CCC(=O)O)n3cc([C@@H](N)CCCCN)nn3)CC2)n1 (stereo partly specified) | 3 | 4 | -1 | -0.3 | 8 | 2 | -2 | 10 | 4 | 1

Exported as labelled records: part of the list above.
CCCCCCCCN1C(=O)[C@H](CC(=O)NCCc2ccccc2OC)C[C@@]2(C(=O)OC)CCCCC=C12
- SIAE inh = -4
- TDP2 absorb = -11
- LEDGF integ inh = -8
- PG9 binder = -1.8
- rCAG binder = 8
- HTRA1 inh = nt
- Rev-erbA mod = -1
- TCR-CD3 inh = -3
- ABHD4 inh = -8
- PRMT1 inh = 6
Cc1ccc(S(=O)(=O)NCCc2ccncc2)cc1[N+](=O)[O-]
- SIAE inh = -1
- TDP2 absorb = -7
- LEDGF integ inh = -1
- PG9 binder = 1.5
- rCAG binder = -2
- HTRA1 inh = -1
- Rev-erbA mod = -4
- TCR-CD3 inh = 6
- ABHD4 inh = 4
- PRMT1 inh = 4
Cc1cccc(C)c1OCCCCCNCCO
- SIAE inh = 3
- TDP2 absorb = 10
- LEDGF integ inh = 0
- PG9 binder = -1.8
- rCAG binder = 1
- HTRA1 inh = 1
- Rev-erbA mod = -10
- TCR-CD3 inh = 1
- ABHD4 inh = -9
- PRMT1 inh = 0

High-throughput results as filed in PubChem.
